Pax4 gene expression: activators of Pax4 gene expression, primary screen, RT-PCR, mouse alpha TC1 cells, single point (AID 1053180); mouse alpha TC1 cells, Pax4 mRNA qPCR, 6 days; active compounds read high; 100% = Pax4 plasmid added at qPCR; activation, % at 10 µM; 0.2% of 9,600 active;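 active = highest normalized replicate activity of 15 or more, or at least half the replicates reach 15 or more; inactive = neither condition met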;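 note: pax4 Ct normalized to GAPDH with activation seen as lower delta delta Ct; plate controls were plate neutral control wells for no effect and Pax4 plasmid positive control for full effect; each compound tested in two replicate wells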
YAP1 CTGF inhibition: reduction of CTGF mRNA in DLD1 cells – DLD1 colon cancer cells, RT-qPCR, single point, primary screen (AID 743449). DLD1 CTGF mRNA qPCR, 24 h; active compounds read high. inhibition, % at 12.5 µM. 0.9% of 9,900 active;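 active = mean normalized replicate activity at least 50 and at least half of replicates each reaching 50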;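 note: 0% = neutral control wells and 100% = dasatinib control wells; higher means stronger suppression of CTGF expression like dasatinib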
The depositor's hits bear a star; . = no result given; & = joins results of further samples.

Second line of a record – Pax4 gene expression, YAP1 CTGF inhibition
COc1ccc2c3c(n(C)c2c1)[C@H](CO)N(C(C)=O)CC31CCN(C(=O)c2cnccn2)CC1
    0.0, -5.8
CCS(=O)(=O)Nc1ccc2c(c1)C(=O)N(C)[C@H]1CC[C@@H](CC(=O)N[C@@H]3CCN(Cc4ccccc4)C3)O[C@@H]1CO2
    0.0, -10.9
CC(C)CC#Cc1ccc([C@@H]2[C@@H](CO)N3C(=O)CN(C(=O)c4cccc(F)c4)C[C@H]23)cc1
    0.0, 7.5
C[C@H](CO)N1C[C@H](C)[C@H](CN(C)C(=O)NC2CCCC2)Oc2cc(-c3cncnc3)ccc2S1(=O)=O
    0.0, -27.4
Cc1noc(C)c1S(=O)(=O)Nc1ccc2c(c1)C(=O)N([C@@H](C)CO)C[C@H](C)[C@@H](CN(C)C(=O)Nc1cccc3ccccc13)OCCCC[C@H](C)O2
    0.0, 21.0
C/C=C/c1ccc([C@@H]2[C@@H](CO)N(C(C)=O)[C@H]2CNC(=O)c2ccccc2)cc1
    0.0, 21.5
Cc1noc(C)c1S(=O)(=O)N(C)C[C@@H]1OCc2ccccc2-c2ccccc2C(=O)N([C@@H](C)CO)C[C@@H]1C
    0.0, 7.3
CC(C)(C)[S@](=O)N1Cc2cc(C(=O)N3CCOCC3)nc(-c3cccc(-c4ccccc4F)c3)c2[C@@H]1CCO
    0.0, 3.8
COc1ccccc1-c1ccc2c(c1)O[C@@H](CN(C)CC1CCOCC1)[C@H](C)CN([C@@H](C)CO)S2(=O)=O
    0.0, -61.7
O=S(=O)(c1ccccc1F)N1[C@@H]2CNC[C@H]1C2c1ccc(-c2cncnc2)cc1 (stereo partly specified)
    0.0, 18.4
COc1cccc(C#Cc2ccc([C@H]3[C@@H](C#N)N[C@@H]3CO)cc2)c1
    0.0, -56.4
O=C(C[C@H]1C[C@H]2c3cc(NC(=O)C4CCOCC4)ccc3O[C@H]2[C@H](CO)O1)NCCN1CCCCC1
    0.0, -39.0
CCC(=O)N1CC2(C1)CN(C(=O)c1cnccn1)[C@H](CO)c1c2c2ccc(OC)cc2n1C
    0.0, -26.3
COc1ccccc1NC(=O)N1C[C@@H](O)COC[C@@H]2O[C@H](CC(=O)NCCc3ccncc3)CC[C@H]21
    0.0, -2.6
O=C(C[C@@H]1CC[C@@H]2[C@H](COC[C@H](O)CN2Cc2cccc(Cl)c2)O1)NCc1cccc(F)c1
    0.0, 1.4
CO[C@H]1CN(C)C(=O)c2ccc(NC(=O)Nc3ccccc3Cl)cc2OC[C@H](C)NC[C@H]1C
    0.0, 1.5
CC(C)NC(=O)N1[C@H](CO)[C@H](c2ccccc2-c2ccc(F)cc2)[C@@H]1C#N
    0.0, -4.0
O=C(CC1CC1)N1CC2(C1)[C@@H](c1ccccc1)[C@H](CO)N2C(=O)c1ccccn1
    ., 5.6
COc1ccccc1NC(=O)N1C[C@@H]2N[C@H](C1)C2c1ccc(/C=C/c2ccccc2)cc1 (stereo partly specified)
    6.9&0.6, -10.6&-5.7
CCS(=O)(=O)Nc1ccc2c(c1)C(=O)N(C)[C@H]1CC[C@@H](CC(=O)NCc3ccccc3F)O[C@H]1CO2
    0.0, -97.4
CNC[C@H]1Oc2c(NS(=O)(=O)c3ccc(Cl)cc3)cccc2C(=O)N([C@@H](C)CO)C[C@H]1C
    0.0, -38.9
COCC(=O)N(C[C@@H]1[C@@H](c2ccccc2)[C@H](CO)N1C(=O)NC(C)C)C(C)C
    0.0, -16.3
CN(C)C(=O)C[C@@H]1CC[C@@H]2[C@@H](COc3ccc(NC(=O)C4CCCCC4)cc3C(=O)N2C)O1
    0.0, -42.1
COCC#Cc1ccc([C@H]2[C@H]3CN(C(=O)C4CCCCC4)CC(=O)N3[C@H]2CO)cc1
    0.0, -1.7
CN(C)C(=O)C[C@H]1CC[C@H]2[C@@H](COC[C@@H](O)CN2S(=O)(=O)c2ccccc2Cl)O1
    0.0, -20.3
COC(=O)[C@H]1[C@H](CO)[C@H]2Cn3c(ccc(-c4ccncc4)c3=O)[C@H]2N1Cc1ccccc1F
    0.0, -5.0
N#C[C@@H]1[C@@H](c2ccccc2-c2cccc(F)c2)[C@@H](CO)N1C(=O)CN1CCOCC1
    0.0, -7.8
O=C(C[C@H]1CC[C@H]2[C@@H](COC[C@@H](O)CN2Cc2ccc(C(F)(F)F)cc2)O1)N1CCc2ccccc2C1
    0.0, 24.0
O=C(N[C@H]1CC[C@@H](CCNS(=O)(=O)c2ccc(F)cc2)O[C@@H]1CO)C1CCC1
    0.0, -4.3
CCc1nc(N2[C@H](C#N)[C@H](c3ccccc3-c3ccccc3C)[C@H]2CO)sc1C
    0.0, -17.2
N#C[C@@H]1[C@@H](c2ccc(C3=CCCCC3)cc2)[C@H](CO)N1S(=O)(=O)c1ccccc1
    0.0, -57.5
C[C@@H]1CCCn2nncc2COCCNC1=O
    0.2, -5.7
CN(C)C(=O)C[C@@H]1C=C[C@H](NC(=O)c2ccc(F)cc2)[C@@H](CO)O1
    0.0, -7.9
COc1cccc(C(=O)Nc2ccc3c(c2)C(=O)N(C)[C@@H]2CC[C@H](CC(=O)N[C@@H](C)c4ccccc4)O[C@H]2CO3)c1
    0.0, 12.1
C[C@@H]1CCCCO[C@@H](CN(C)C(=O)c2ccncc2)[C@@H](C)CN([C@@H](C)CO)C(=O)c2cc(NS(=O)(=O)c3cccs3)ccc2O1
    0.0, -17.8
CO[C@H]1CC[C@@H]2CCN(C)C(=O)[C@H](C)CN(C)C(=O)c3cc(C#N)ccc3OC[C@H]1O2
    0.1, -11.1
OC[C@H]1[C@H](c2ccc(C#Cc3ccccc3F)cc2)[C@@H]2CN(CC3CCOCC3)CCCCN12
    0.0, -4.1
CN(C)CC(=O)N1[C@@H](C#N)[C@H](c2ccc(C#CC3CCCCC3)cc2)[C@@H]1CO
    0.0, -230.9
CCS(=O)(=O)Nc1ccc2c(c1)C(=O)N(C)[C@@H]1CC[C@H](CC(=O)NCc3ccccc3F)O[C@@H]1CO2
    0.0, -69.6
CN1C(=O)c2cc(NC(=O)Nc3ccccc3Cl)ccc2OC[C@@H]2O[C@@H](CC(=O)O)CC[C@@H]21
    0.0, 1.2
C[C@@H]1CCCCO[C@H](CN(C)C(=O)Cc2ccccc2)[C@@H](C)CN([C@@H](C)CO)C(=O)c2cc(NS(C)(=O)=O)ccc2O1
    0.0, -0.4
C[C@@H]1CN([C@@H](C)CO)C(=O)c2cccc(N(C)C)c2O[C@@H]1CN(C)Cc1ccncc1
    0.1, 36.6
COc1ccc2c3c([nH]c2c1)[C@H](CO)N(C(=O)NC(C)C)CC31CCN(C(=O)C2CCCCC2)CC1
    0.0, -7.9
CN1C(=O)c2cc(NC(=O)C3CCOCC3)ccc2OC[C@H]2O[C@H](CC(=O)NCCc3ccncc3)CC[C@H]21
    0.0, -178.4
O=C(C[C@H]1CC[C@H]2[C@@H](COC[C@H](O)CN2C(=O)c2ccncc2)O1)NCc1cc(F)cc(F)c1
    0.0, 12.1
COc1cccc(-c2ccc3c(c2)O[C@@H](CN(C)Cc2cccnc2)[C@H](C)CN([C@H](C)CO)S3(=O)=O)c1
    0.0, -54.0
O=C(C1CCCC1)N1CC2(C1)[C@H](c1ccccc1)[C@@H](CO)N2Cc1ccc(Cl)cc1
    ., -22.8
CN1C(=O)c2cc(NS(=O)(=O)c3cccc(F)c3)ccc2OC[C@H]2O[C@H](CC(=O)NCCN3CCCCC3)CC[C@H]21
    0.0, -5.9
C[C@@H]1CN([C@H](C)CO)C(=O)c2cc(NC(=O)C3CCCCC3)ccc2O[C@@H]1CN(C)Cc1ccc2c(c1)OCO2
    0.0, 0.9
O=C(C[C@H]1C[C@H]2c3cc(NC(=O)Nc4ccccc4F)ccc3O[C@H]2[C@@H](CO)O1)NCc1ccccn1
    0.0, 7.5
C/C=C/c1ccc2c(c1)O[C@H](CN(C)C(=O)Nc1ccc(OC)cc1)[C@H](C)CN([C@@H](C)CO)S2(=O)=O
    0.0, 0.9
C/C=C/c1ccc2c(c1)[C@H]1[C@H](CCN1C(=O)c1ccc3c(c1)OCO3)[C@H](CO)N2
    0.0, 20.0
C[C@H]1CN([C@@H](C)CO)C(=O)c2ccccc2-c2ccccc2CO[C@H]1CN(C)S(=O)(=O)c1cccs1
    0.1, 0.6
COc1ccc2c3c(n(C)c2c1)[C@@H](CO)N(C(=O)C1CCOCC1)CC31CN(C)C1
    0.0, -26.9
COc1ccccc1-c1ccccc1[C@@H]1[C@@H](CO)N(C(=O)CN(C)C)[C@H]1C#N
    0.0, -14.3
COc1cccc(-c2cccc(-c3nc(C(=O)O)cc4c3[C@H](CCO)N(S(=O)C(C)(C)C)C4)c2)c1 (stereo partly specified)
    0.0, -20.0
COc1ccccc1NC(=O)N1C[C@@H]2[C@H](c3ccccc31)[C@@H](CO)N2CC1CCOCC1
    0.0, -10.6
CNC[C@@H]1OCc2cn(nn2)CCCC(=O)N([C@@H](C)CO)C[C@@H]1C
    0.0, -32.9
CC(C)COC(=O)N(C)C[C@H]1OCc2ccccc2-c2ccccc2C(=O)N([C@H](C)CO)C[C@@H]1C
    0.0, -12.0
CN(C)C(=O)c1cccc(-c2ccccc2[C@@H]2[C@@H](C#N)N(C(=O)C3CCCCC3)[C@@H]2CO)c1
    0.0, 14.2

Further structures follow:
Second line of a record – Pax4 gene expression, YAP1 CTGF inhibition
CCC(=O)N1CC2(C1)[C@@H](c1ccc(-c3ccc(F)cc3)cc1)[C@@H](CO)N2C(C)=O
    ., 26.2
C[C@H](CO)N1C[C@H](C)[C@@H](CN(C)S(=O)(=O)c2cccs2)Oc2ccc(NC(=O)CCCCCC(=O)Nc3ccccc3N)cc2CC1=O
    0.0, -24.1
C[C@H]1CCCCO[C@H](CN(C)S(=O)(=O)c2ccc(F)cc2)[C@@H](C)CN([C@@H](C)CO)C(=O)c2cc(N(C)C)ccc2O1
    0.0, 2.0
CCC(=O)N1[C@H](CO)[C@@H](c2ccccc2)[C@@H]1CN(CC)C(=O)c1cccc(F)c1
    0.0, 1.2
N#Cc1ccc(-c2ccc([C@@H]3[C@@H](CO)N4C(=O)CNC[C@@H]34)cc2)cc1
    0.0, -30.7
CC(=O)N1[C@@H]2c3ccc(-c4cncnc4)c(=O)n3C[C@@H]2[C@@H](CO)[C@@H]1C(=O)NCc1ccccc1Cl
    0.0, 24.4
CN1C(=O)c2cc(NC(=O)C3CCOCC3)ccc2OC[C@@H]2O[C@H](CC(=O)NCc3ccccc3F)CC[C@@H]21
    0.0, -11.2
COCC(=O)Nc1ccc2c(c1)[C@@H]1C[C@@H](CC(=O)NCc3ccc4c(c3)OCO4)O[C@@H](CO)[C@@H]1O2
    0.0, 1.2
O=C(Nc1cccc(F)c1)N1CCCCN2[C@@H](CO)[C@@H](c3ccc(C#Cc4cccnc4)cc3)[C@@H]2C1
    0.0, -14.8
COc1ccc(S(=O)(=O)N(C)C[C@@H]2OCCCC[C@H](C)Oc3ccc(NC(=O)Cc4ccccc4)cc3C(=O)N([C@@H](C)CO)C[C@@H]2C)cc1
    0.1, 16.8
CO[C@@H]1CN(C)C(=O)c2cc(NC(=O)c3cnccn3)ccc2OC[C@@H](C)NC[C@H]1C
    0.0, -35.7
C[C@@H]1CN([C@H](C)CO)C(=O)c2cccc(NC(=O)Nc3ccc(F)cc3)c2O[C@H]1CN(C)S(=O)(=O)c1ccc(Cl)cc1
    0.0, -7.3
N#C[C@@H]1[C@@H](c2ccc(-c3cccc(F)c3)cc2)[C@H](CO)N1C(=O)CN1CCOCC1
    0.0, 22.8
COc1ccc2c3c([nH]c2c1)[C@@H](CO)N(S(C)(=O)=O)CC31CN(C(=O)Cc2cccnc2)C1
    0.0, -4.4
Cc1cccc(-c2ccc([C@H]3[C@@H](CO)N4CCCCN(S(=O)(=O)c5ccccc5F)C[C@H]34)cc2)c1
    0.0, -15.8
COCC#Cc1ccc2c(c1)O[C@@H](CN(C)C(=O)C1CCOCC1)[C@H](C)CN([C@@H](C)CO)S2(=O)=O
    0.0, -52.5
COc1ccc([C@H]2CC=CC[C@H](C)Oc3ccccc3C(=O)N(C)[C@@H](Cc3ccccc3)C(=O)N2)c(OC)c1 (mixture of isomers)
    1.6, -140.4
COc1ccc([C@H]2CC=CC[C@H](C)Oc3ccccc3C(=O)N(C)[C@@H](C(C)C)C(=O)N2)c(OC)c1 (mixture of isomers)
    0.7, -52.3
C[C@H](NC(=O)[C@H]1[C@H](CO)[C@H]2Cn3c(ccc(-c4ccccc4)c3=O)[C@H]2N1C)c1ccccc1
    0.0, 7.9
O=C(C[C@H]1CC[C@H](NC(=O)c2ccc(F)cc2)[C@@H](CO)O1)NCCc1ccccc1
    0.0, 11.7

Part of the list above in order of molar mass, low to high:
Second line of a record – Pax4 gene expression, YAP1 CTGF inhibition
CCC(=O)N1[C@H](CO)[C@@H](c2ccccc2)[C@@H]1CN(CC)C(=O)c1cccc(F)c1
    0.0, 1.2
CO[C@@H]1CN(C)C(=O)c2cc(NC(=O)c3cnccn3)ccc2OC[C@@H](C)NC[C@H]1C
    0.0, -35.7
C[C@H](NC(=O)[C@H]1[C@H](CO)[C@H]2Cn3c(ccc(-c4ccccc4)c3=O)[C@H]2N1C)c1ccccc1
    0.0, 7.9
O=C(Nc1cccc(F)c1)N1CCCCN2[C@@H](CO)[C@@H](c3ccc(C#Cc4cccnc4)cc3)[C@@H]2C1
    0.0, -14.8
Cc1cccc(-c2ccc([C@H]3[C@@H](CO)N4CCCCN(S(=O)(=O)c5ccccc5F)C[C@H]34)cc2)c1
    0.0, -15.8

The list is partial. The share of hits here may be higher or lower than overall.
